Screening data deposited in PubChem by several laboratories.
XIAP displacement – small molecules displacing peptide from XIAP – biochemical, IAP family, fluorescence polarization (AID 1018); displacement, % at 20 µM; hits with a dose series show IC50 in µM; XIAP BIR domain, fluorescence polarization peptide displacement; higher % means a stronger effect; hit rate 0.007% among 200,000; in the data active = displacement above about 50%; also: a part of the inactive calls stands beside numbers as strong as those of hits
AID2073 – disruptors of CaV2.2 binding to Mint1 – biochemical, HTRF (AID 2073); HTRF protein-protein interaction, Mint1-CaV2.2; higher % means a stronger effect; inhibition, % at 20 µM, or IC50 in µM where a hit was titrated; hit rate 0.19% among 290,000; in the data active = inhibition mostly above about 51%, no sharp cut-off; inconclusive = no clear call, values can overlap the other calls; inactive = mostly below about 53%; also: some results filed as inactive read as strong as hits
human PMI inhibition – MPI enzyme activity inhibition – biochemical, fluorescence intensity, coupled assay, primary screen (AID 1209); purified PMI enzyme, coupled fluorescence intensity; higher % means a stronger effect; one-dose inhibition, % at 20 µM; IC50 in µM for titrated hits; hit rate 0.42% among 190,000;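 also: plate controls were DMSO vehicle for no effect and wells lacking substrate for full effect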
PMI inhibition – human PMI inhibitors, high substrate, primary screen, biochemical, fluorescence intensity, high mannose 6-phosphate (AID 1220) | inhibition, % at 20 µM; hits with a dose series show IC50 in µM | recombinant PMI enzyme, coupled fluorescence intensity; higher % means a stronger effect | hit rate 0.66% among 190,000
Dynein cargo inh – blocks dynein driven cargo transport along microtubules; 3617.4 mouse cells, GR-EGFP nuclear translocation imaging; test concentration mostly 20 µM; stimulated with dexamethasone, 1 µM; stronger effect = lower value; z-score, hits read low; hit rate 0.47% among 220,000; AID 1381;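 active = plate z-score of nuclear minus cytoplasmic receptor signal below a set negative limit, without overly bright fluorescence or cell loss, cut at about -3.5 in these data, passing the limit was not always enough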;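 also: z-score of nuclear minus cytoplasmic ring GR-EGFP intensity difference per well; some compounds called inactive have numbers as strong as hits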
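Buffer or medium: Induction medium lacking tetracycline, stripped serum | Also added: Dexamethasone agonist, 1.0 µM final, for 30 min | Timing: 48 h induction, 1 h compound, 30 min dex at 37 °C | Detection: Formaldehyde fixation, Hoechst nuclear stain, 10x automated fluorescence imaging | Measure: Nuclear versus cytoplasmic GR-EGFP signal, averaged per well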
M1AAP inhibition – P. falciparum M1AAP inhibitors, biochemical, fluorogenic H-Leu-NHMec substrate, 1536-well (AID 1445). recombinant M1AAP, H-Leu-NHMec fluorogenic kinetic assay; higher % means a stronger effect. inhibition, % at 30 µM, or IC50 in µM where a hit was titrated. hit rate 0.42% among 220,000;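 active = primary inhibition above the hit cutoff, then over 50% inhibition at one or more dose response concentrations, cut at about 23% in these data, passing the limit was not always enough; inconclusive = conflicting primary data, or primary hits not chosen for dose response; inactive = low primary inhibition, or under 50% at every dose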;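 also: plate controls were DMSO full reaction for no effect and no enzyme background for full effect; strong numbers were not always called active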
M17LAP inhibition – P. falciparum M17LAP inhibitors, primary screen, biochemical, fluorogenic H-Leu-NHMec substrate, 1536-well (AID 1619); recombinant M17LAP, H-Leu-NHMec fluorogenic kinetic assay; higher % means a stronger effect; inhibition, % at 30 µM; hits with a dose series show IC50 in µM; hit rate 0.38% among 220,000;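 active = compound inhibiting the enzyme by more than half at any dose during confirmatory dose-response retesting; inconclusive = strong single-dose inhibitors picked by rank but not retested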;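 also: plate controls were full reaction with DMSO carrier for no effect and no enzyme background for full effect; strong numbers were not always called active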
Siah-1 displacement – Siah-1 peptide-binding antagonists, primary screen, biochemical, fluorescence polarization, rhodamine-plectin, uHTS (AID 1817); hit rate 0.02% among 290,000; Siah-1 / rhodamine-plectin peptide fluorescence polarization; higher % means a stronger effect; one-dose displacement, % at 20 µM; IC50 in µM for titrated hits;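 active = displacement of at least 50% at 20 µM, with a fluorescence ratio check between 0.3 and a set limit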;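 also: plate controls were Siah plus tracer with DMSO for no effect and tracer alone without Siah for full effect; strong numbers were not always called active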
LYP phosphatase – PTPN22 lymphoid phosphatase activity blockers – biochemical, fluorescence intensity, uHTS (AID 1779); inhibition, % at 11.5 µM; hits with a dose series show IC50 in µM; recombinant LYP phosphatase, fluorescence intensity; higher % means a stronger effect; hit rate 0.054% among 290,000;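 also: plate controls were vehicle with enzyme for no effect and no enzyme for full effect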
Dynein cargo inh cytoplasmic EGFP – also measured in Dynein cargo inh; calls as there; z-score; measured here: cytoplasmic GR-EGFP intensity; stronger effect = higher value
Dynein cargo inh nuclear GR-EGFP – further read-out of Dynein cargo inh, marked with its call; z-score; measured here: nuclear GR-EGFP intensity;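 lower value marks the stronger effect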
Dynein cargo inh cell count – second read-out of Dynein cargo inh, no call of its own (marks repeat the call); z-score; measured here: cell count per field
Numbers without * were called inactive; ? = inconclusive; nt = not tested or not shown. Rule as the data show it, unless noted: active = inhibition above about 50%; inactive = the rest. This is a random part of the collection; overall some 2.1% were active at least once.

Values run as follows: human PMI inhibition | Dynein cargo inh cytoplasmic EGFP | XIAP displacement | Dynein cargo inh nuclear GR-EGFP | PMI inhibition | LYP phosphatase | AID2073 | M17LAP inhibition | Siah-1 displacement | Dynein cargo inh | Dynein cargo inh cell count | M1AAP inhibition
CCc1nnc(NS(=O)(=O)c2ccc(NC(=O)c3cccc4ccccc34)cc2)s1
    -21% | -0.089 | -6.3% | 0.54 | -26% | 2% | 6% | 15% | 10% | 0.99 | -1.4 | -4%
Cc1ccc(N2CCN(/N=C/C3=C(N4CCOCC4)C(=C\c4ccccc4)/CC3)CC2)cc1
    nt | -0.18 | nt | 0.37 | nt | -2% | 2% | 6% | -2% | -0.69 | -0.86 | 8%
Cc1nnc(SCCn2c(Br)nc3c2c(=O)n(C)c(=O)n3C)s1
    11% | -0.24 | -1.2% | -0.11 | 13% | -2% | 10% | 0% | 7% | -0.73 | -0.0025 | 4%
Cc1ccc(C2=NN(CC(=O)NCc3ccco3)C(=O)CC2)cc1
    9% | -0.21 | -1.0% | -0.062 | 1% | -4% | 41% | -3% | 0% | -0.089 | -0.073 | 5%
CCCNCC1COc2ccccc2O1 (stereo unspecified)
    -7% | -0.21 | -1.3% | -0.12 | -8% | -9% | 0% | 6% | -2% | -0.16 | 0.15 | 3%
Brc1cccc(CNc2nc3ccccc3n2CCN2CCCCC2)c1
    nt | -0.15 | nt | 0.74 | nt | -4% | -2% | 2% | 0% | 0.95 | -0.68 | 5%
CC(C(=O)Nc1ccc2c(c1)OCCO2)N(c1ccccc1)S(C)(=O)=O (stereo unspecified)
    nt | -0.23 | nt | 0.53 | nt | -4% | -4% | -6% | 2% | 0.052 | -0.97 | 3%
Clc1ccc(/C=N/c2c(-c3ccc(Cl)cc3)nc3n2CCS3)cc1
    8% | 0.063 | -2.1% | 1 | 0% | 4% | 2% | 7% | 0% | 0.16 | -0.35 | 7%
CN(C)c1ccc(C(=O)C(O)c2ccccc2)cc1 (stereo unspecified)
    -9% | -0.16 | -2.2% | 0.37 | -15% | -1% | 1% | 4% | 11% | 0.032 | -0.28 | -2%
Cc1cc(C)nc(-n2ncc3c2CC(c2ccccc2)CC3=O)n1 (stereo unspecified)
    23% | -0.28 | -11% | -0.6 | 14% | -4% | -1% | 5% | -1% | -0.64 | 0.84 | -1%
O=C(Nc1ccc(N2CCN(C(=O)c3cccs3)CC2)c(Cl)c1)c1cccnc1
    3% | -0.19 | -21% | 0.53 | 9% | 3% | -4% | -5% | 0% | 0.51 | 0.62 | 4%
COc1ccc(OC)c(NC(=O)C23CC4CC(C2)CC(n2cnc(Br)n2)(C4)C3)c1
    12% | -0.28 | -3.2% | 0.24 | 6% | -6% | 1% | 3% | 2% | 0.07 | 1 | -10%
CCCc1[nH]nc2c1C(c1ccncc1)C(C#N)=C(N)O2 (stereo unspecified)
    9% | -0.39 | -7.2% | -0.54 | 15% | -8% | -3% | 30% | -2% | -0.76 | 1.1 | -3%
Cn1c(=O)c2c(nc(NCc3cccnc3)n2Cc2cccc(C(F)(F)F)c2)n(C)c1=O
    12% | -0.21 | -3.6% | -0.047 | 1% | -1% | 22% | 6% | 4% | 0.034 | 0.98 | 6%
O=[N+]([O-])c1cccc2c(Cl)ccnc12
    -6% | -0.33 | -6.6% | 0.054 | 2% | -1% | -7% | 14% | 0% | -0.19 | 0.079 | 8%
O=C(CN1C(=O)C2CCCCC2C1=O)N1CCN(c2ncccn2)CC1 (stereo unspecified)
    nt | -0.052 | nt | -0.12 | nt | -4% | 10% | -4% | 8% | -0.36 | 0.84 | 0%
COc1ccc(CNCCSc2nnnn2C)c(OC)c1OC
    5% | -0.27 | 2.9% | -0.18 | -1% | -8% | -10% | -2% | 43% | -0.25 | 0.79 | -1%
CN=C1NN=C(c2cc(C)n(-c3c(C)n(C)n(-c4ccccc4)c3=O)c2C)CS1
    -5% | -0.22 | -4.1% | 0.056 | 9% | -6% | -23% | 16% | -3% | -0.45 | 0.94 | 3%
Cc1nc(C)c(CCNC(=O)c2ccc(C(F)(F)F)cc2)s1
    9% | -0.25 | -5.0% | 0.72 | 7% | 4% | 2% | -4% | -2% | 0.38 | -0.95 | -2%
CC1=C(C#N)CCC(=O)N1Cc1c(F)cccc1Cl
    0% | -0.32 | -5.2% | 0.16 | -2% | 1% | -2% | 0% | 10% | -0.56 | 0.22 | -1%
CCOC(=O)N1CCN(S(=O)(=O)c2ccc([N+](=O)[O-])cc2)CC1
    0% | -0.09 | -6.7% | 0.83 | 2% | -6% | -5% | -1% | -2% | 1.8 | -0.024 | 12%
CC(CCc1ccco1)NC(=O)c1cc2c(-c3ccccc3F)nn(C)c2s1 (stereo unspecified)
    4% | 0.024 | -5.9% | -0.035 | 10% | 12% | 10% | -2% | 1% | -0.17 | -0.65 | 6%
Cc1ccccc1OCC(=O)Nc1ccc2c(c1)COC2=O
    12% | -0.17 | -3.8% | -0.4 | 10% | -6% | -3% | 3% | 0% | -0.56 | 0.77 | -3%
CC12CCC(C(=O)NCc3ccccc3Cl)(OC1=O)C2(C)C (stereo unspecified)
    -2% | -0.33 | -2.4% | -0.18 | -9% | -7% | 9% | 0% | 0% | 0.052 | 0.84 | 2%
CCN(C(=O)CSc1nnnn1-c1cc(C)ccc1OC)C1CCS(=O)(=O)C1 (stereo unspecified)
    -2% | -0.17 | -4.4% | 0.3 | 1% | -3% | -2% | -1% | -3% | -0.17 | 0.43 | 5%
CN(C)/C=C1\SC(=S)N(c2ccc(F)cc2)C1=O
    nt | -0.17 | nt | 0.82 | nt | -10% | -14% | 2% | 1% | 0.52 | -0.73 | 6%
COc1ccc(O)c(C(=O)c2cnc3onc(C)c3c2)c1
    -6% | -0.18 | -3.1% | -0.32 | 5% | -6% | 3% | 51% | -3% | -1 | 0.73 | 9%
CC1(C)CC(=O)N(CC(=O)O)c2ccccc2S1(=O)=O
    -1% | -0.18 | nt | 0.47 | -5% | -3% | 9% | 17% | -5% | 0.9 | -0.41 | 1%
CSc1oc(-c2ccco2)nc1S(=O)(=O)c1ccccc1
    -10% | 0.031 | -1.6% | 0.89 | -2% | 2% | 3% | 1% | -5% | 1.3 | -1.2 | -2%
COc1ccc2oc3cc(C)[n+]([O-])c(-c4ccc(Br)cc4)c3c2c1
    0% | -0.17 | -8.2% | -0.005 | -13% | -3% | 4% | 12% | 0% | 0.31 | -0.42 | 5%
O=C(CCNC(=O)c1ccc(Br)o1)NCc1ccccn1
    -13% | -0.036 | -2.4% | -0.4 | -7% | -7% | -2% | -8% | -8% | -1.1 | 0.47 | 1%
O=C(Nc1ccccc1C(=O)NC1CCCC1)NC1CCCC1
    7% | -0.33 | -2.3% | 0.51 | 3% | -11% | -1% | 8% | 7% | 0.95 | -0.57 | 1%
CNC(=S)N(Cc1ccc2c(c1)OCO2)C1CC(=O)N(c2ccc(F)cc2)C1=O (stereo unspecified)
    22% | -0.22 | -14% | -0.69 | 20% | -1% | -16% | 11% | 5% | -1.2 | 2.5 | 2%
O=C(CNC(=S)N(Cc1ccccc1)Cc1cccnc1)NC1CC1
    -4% | -0.26 | -1.5% | -0.068 | -8% | -6% | -15% | 15% | 2% | -0.074 | 0.6 | -3%
CCOC(=O)N1CCN(CC(O)COCc2cc(OC)c(OC)c(OC)c2)CC1 (stereo unspecified)
    -10% | -0.033 | -26% | 0.52 | 6% | 1% | 6% | -4% | -4% | 0.47 | -0.64 | 1%
CCOC(=O)c1cc(-c2ccc3c(c2)OCO3)nc2onc(C)c12
    13% | -0.25 | 3.1% | 0.063 | 11% | 4% | 19% | -3% | 18% | -0.26 | 0.38 | 0%
CCCC(=O)N(c1ccc2oc(=O)sc2c1)S(=O)(=O)c1cccs1
    4% | 0.033 | -2.5% | -0.017 | 2% | -7% | 6% | -7% | 5% | -0.73 | 0.0089 | 13%
N#Cc1ccc(NC(=S)NC(=O)CCc2ccc(S(=O)(=O)N3CCOCC3)cc2)cc1
    9% | -0.025 | -5.3% | -0.4 | 9% | -4% | 4% | 1% | -7% | -0.7 | 0.1 | 6%
CCOC(=O)CN1C(c2ccc(O)cc2)Nc2ccc(Br)cc2C1c1ccccc1 (stereo unspecified)
    26% | -0.25 | -4.3% | 1.4 | 15% | 5% | 14% | 2% | -5% | 1.9 | -1.9 | 17%
NC(=O)Cn1c(=O)oc2ccccc21
    13% | 0.07 | -4.5% | 0.37 | 15% | -8% | 8% | -12% | 6% | 0.061 | -0.56 | 2%
O=[N+]([O-])c1ccc(Nc2nc(NCCO)nc(N3CCCC3)n2)cc1
    -5% | -0.38 | -5.9% | -0.23 | 3% | -4% | 5% | -2% | -2% | 0.31 | 0.62 | 10%
CCCCCCC(=O)N1C/C=C\C(c2ccc(OC)cc2)N(Cc2ccc(F)cc2)C(=O)[C@H]1Cc1ccccc1 (stereo partly specified)
    nt | -0.71 | nt | -0.25 | nt | 2% | 8% | 5% | 5% | -0.65 | -0.12 | 2%
O=C(CNC(=O)c1ccco1)OCC(=O)c1ccc(Cl)cc1
    3% | 0.29 | 3.1% | 0.27 | 0% | 1% | -2% | 9% | -7% | 0.16 | -0.32 | -1%
CN1CCC(N(C)C(=O)/C(C#N)=C/c2ccc(OC(F)F)cc2)CC1
    nt | -0.59 | nt | -0.1 | nt | -4% | 12% | nt | 18% | 0.14 | -0.77 | nt
COc1cc2c3nnc(-c4ccccc4)c-3cn(Cc3ccccc3F)c2cc1OC
    1% | -0.023 | -4.1% | 0.96 | -4% | -13% | 22% | -4% | 2% | 1.4 | -0.6 | -1%
Cc1cc(=O)oc(C)c1C(=O)NCCCN1CCN(c2ccccc2F)CC1
    13% | -0.24 | -2.4% | 0.3 | 12% | 5% | ? | 2% | -3% | 0.86 | -1.1 | 11%
O=C(CCc1n[nH]c(=O)[nH]c1=O)N1CCCCC1
    16% | -0.21 | -5.4% | 0.47 | 16% | -4% | -2% | -7% | 1% | 0.67 | 0.046 | -3%
